# High-throughput results (PubChem BioAssay)
# TR SRC2 fluor cs: alters Texas Red total fluorescence, flagging assay interference. TRb/SRC2 Texas Red total fluorescence interference. Potency, µM (series often up to 106 µM), for the others: top-dose fluorescence change, negative = quenching. 0.29% of 280,000 active; active means well fitted curve in either direction with a large enough effect; inconclusive means small, poorly fitted or top-dose-only effect
#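 Flags fluorescent or light-absorbing compounds by total fluorescence, S + 2P, at 555 nm excitation and 632 nm emission. Mixture: 20 nM Texas Red SRC2 peptide, 0.6 uM human TRb LBD, 1 uM T3, 5% DMSO; compound exposure 5 h at ambient temperature.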
# LMNA splice mod: modulators of lamin A splicing. 0.01% of 200,000 active. HeLa LMNA splicing GFP/RFP minigene ratio, 48 h. AID 1487. Potency, µM (highest dose often 46.1 µM), inactives show at the top dose ratio change, negative = inhibition, actives largely listed as inhibitors; active means well fitted inhibition curve with a large enough effect in the signal ratio, with a control signal flat, not every such curve was filed as active; inconclusive means small, poorly fitted or top-dose-only effect, or effect the other way, or a change in a side signal; the % refers to the signal ratio
#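 Read-out is the ratio of GFP to DsRed2 object intensity, acquired by 488 nm laser-scanning cytometry on HeLa lamin A-EGFP minigene reporter cells. Compound incubation 48 hrs at 37 °C in Opti-MEM with 2% FBS; DMSO 0.5% final.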
# TRb-SRC2 inh: TRbeta-SRC2 interaction inhibition; P10828; TRbeta-SRC2 peptide binding, fluorescence polarization; receptor liganded with 1 µM T3; Potency, µM (series often up to 106 µM), for the others: at the highest dose activity change, negative = inhibition, usual class: inhibitors; 0.065% of 280,000 active; AID 1469; active means well fitted inhibition curve with a large enough effect; inconclusive means small, poorly fitted or top-dose-only effect, or effect the other way;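 further: plate controls were bound peptide for no effect and peptide without receptor for full effect; nearly all actives have a fitted effect of over 50% in size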
# Target sequence (P10828 whole entry, looked up): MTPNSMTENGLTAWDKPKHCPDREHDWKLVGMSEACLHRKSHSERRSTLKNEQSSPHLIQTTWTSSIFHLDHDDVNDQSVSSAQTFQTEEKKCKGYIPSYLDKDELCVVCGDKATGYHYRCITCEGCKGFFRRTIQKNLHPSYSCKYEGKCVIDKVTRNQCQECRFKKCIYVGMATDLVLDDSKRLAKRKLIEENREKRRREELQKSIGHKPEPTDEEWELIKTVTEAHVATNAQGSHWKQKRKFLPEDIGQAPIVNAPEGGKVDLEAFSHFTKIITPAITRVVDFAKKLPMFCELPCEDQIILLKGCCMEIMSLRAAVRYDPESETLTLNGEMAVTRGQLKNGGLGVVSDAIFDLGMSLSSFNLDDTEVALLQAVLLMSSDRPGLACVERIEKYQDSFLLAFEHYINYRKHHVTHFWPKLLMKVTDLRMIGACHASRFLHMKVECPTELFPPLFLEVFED
#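 TRb LBD 0.6 uM + Texas Red SRC2 peptide 20 nM, 1 uM T3, Tris buffer w/ 5% DMSO; compound pinned, 5 h RT; FP read ex 555/em 632; normalized to unbound and bound controls.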
# * hit, by the source's call; ? = inconclusive; [ ] = remark or other dose. Unless noted, on the % scale 0 is the no-effect control and ±100 the full control effect; potency means the concentration at half of the fitted maximal effect. An excerpt; count on the stated rates, not on these rows.
SMILES,TR SRC2 fluor cs,LMNA splice mod,TRb-SRC2 inh
Cc1nn2c(=O)cc(COC(=O)c3cccs3)nc2s1,-4%,2%[46 µM],6%
Cc1ccc(NC(=O)Cn2ccn(-c3ccc(F)c(F)c3)c(=O)c2=O)cc1C,-12%,14%[46 µM],3%
COc1ccc(-n2c(/C=C/c3cccc4ccccc34)nc3ccccc3c2=O)cc1Cl,-2%,-2%[46 µM],-3%
Cc1cccc(CCNC(=O)CCS(=O)(=O)c2cc3c(cc2C)NC(=O)CO3)c1,-8%,?,3%
Cc1ccc(-c2nn3c(=O)cc(CN4CCN(C(=O)c5ccc(C(C)(C)C)cc5)CC4)nc3s2)cc1,0%,-4%[46 µM],-3%
Cc1ccc(NC(=O)N2CCC(CN3CCC(C)CC3)CC2)cc1F,-1%,?,-4%
Cc1cc(C)c2c(NC(=O)c3ccccc3)c(C(=O)Nc3ccc(F)cc3)sc2n1,0%,?,7%
COc1cccc(CNC(=O)C(=O)NCC(c2cccs2)S(=O)(=O)c2ccccc2)c1 (stereo unspecified),-5%,?,5%
COC(=O)c1c(C)sc(-c2c(-c3ccc(OC)c(F)c3)[nH]c3c2c(=O)n(C)c(=O)n3C)c1O,5%,8%[46 µM],0%
COc1cccc(CNC(=O)Nc2cc(C(=O)NCc3cccc(F)c3)ccc2N2CCCC2)c1,-3%,-9%[46 µM],3%
Cc1ccc(-n2c(=O)c3cccnc3n2CC(=O)Nc2cc(C)cc(C)c2)cc1,-5%,0%[46 µM],-1%
CC1CCN(S(=O)(=O)c2ccc3c(c2)CCC(=O)N3CC(=O)Nc2cccc(C#N)c2)CC1,0%,12%[46 µM],4%
CCc1ccc(Cn2c(CNS(=O)(=O)c3ccc(F)c(Cl)c3)nc3cccnc32)cc1,-33%,1%[46 µM],1%
COc1ccc(-c2nc3scc(CCNS(=O)(=O)c4ccc5c(c4)OCCO5)n3n2)cc1,1%,?,-1%
O=C(COC(=O)C(Cc1c[nH]c2ccccc12)NC(=O)c1ccc(Cl)cc1)c1ccc(Cl)cc1 (stereo unspecified),-3%,?,-1%
CC(=O)c1ccc(N2CCN(c3ncnc4c3c(-c3ccccc3)cn4-c3cccc(C)c3)CC2)cc1,-1%,-25%[46 µM],2%
COc1ccccc1-c1c(C)nn2c(N3CCN(c4ccccc4)CC3)cc(C)nc12,4%,-2%[46 µM],-3%
Cc1nc2ccn(Cc3ccccc3)c(=O)c2cc1C(=O)Nc1ccc(F)cc1Cl,0%,10%[46 µM],-1%
Cc1cc(C)c(NC(=O)c2ncoc2-c2ccco2)c(C)c1,0%,-6%[46 µM],1%
Cc1ccc(CN(C(=O)c2ccccc2)c2ccccn2)o1,?,-1%[46 µM],-11%
Cc1ccc(CCNC(=O)CCSCc2ccccc2Cl)cc1,-2%,5%[46 µM],3%
COc1ccc(CNC(=O)c2sc3nc4n(c(=O)c3c2C)CCC4)cc1,-17%,?,-1%
CCOc1ccc(-c2cc(C(=O)N3CCN(c4ccc(C)cc4)C(C)C3)c3ccccc3n2)cc1 (stereo unspecified),-2%,-15%[46 µM],-3%
O=C(NCC(c1ccc2c(c1)OCO2)N1CCOCC1)c1ccc(F)cc1 (stereo unspecified),0%,-4%[46 µM],4%
CCOC(=O)CSc1nc2ccc(NC(=O)COc3ccccc3)cc2s1,4%,19%[46 µM],8%
CCOC(=O)N1CCc2c(sc(NCc3ccc(OC)c(OC)c3OC)c2C(=O)Nc2ccc(OC)cc2OC)C1,-2%,-12%[46 µM],1%
COc1ccccc1CCNc1ncnc2c1nnn2C,-1%,-3%[46 µM],5%
CCOC(=O)c1cc(-c2ccccc2)n(-c2cccc(C(=O)Nc3cccc(F)c3)c2)c1C,1%,0%[46 µM],-7%
CCC(C)NC(=O)c1sc2nc3n(c(=O)c2c1C)CCC3 (stereo unspecified),-5%,-9%[46 µM],-5%
COC(=O)c1cnc(N2CCN(c3ccc(F)cc3)CC2)c2ccccc12,-2%,-22%[46 µM],5%
COc1ccc(N2CCN(CCCNC(=O)Cn3c(-c4cccs4)cc4ccccc43)CC2)cc1,7%,?,1%
Cc1cccc2sc(N(Cc3cccnc3)C(=O)CCc3ccccc3)nc12,-2%,?,-10%
CCCNC(=O)CN1CCN(c2ccc(NC(=O)c3ccc(OC)cc3)cc2C(=O)O)CC1,0%,?,-7%
O=C(NCC(c1cccnc1)N1CCOCC1)C(=O)Nc1ccc(Cl)cc1 (stereo unspecified),-3%,14%[46 µM],-2%
Cc1cc(O)c(C(c2ccccc2)N2CCN(c3ccccc3F)CC2)c(=O)n1Cc1ccco1 (stereo unspecified),0%,-13%[46 µM],-2%
CCC(CC)C(=O)N1CCc2cc(OC)c(OC)cc2C1COc1ccc(F)cc1 (stereo unspecified),-1%,?,-2%
CCn1c(=O)c2c(nc3n2CCN3c2ccc(OC)cc2)n(C)c1=O,-3%,-14%[46 µM],4%
COCCN(CCOC)S(=O)(=O)c1ccc(C(=O)Nc2sc3c(c2C(=O)OC)CCN(C)C3)cc1,-1%,-12%[46 µM],2%
O=C(CN1CCN(Cc2ccc(F)cc2)C1=O)NCc1ccc(F)cc1,0%,23%[46 µM],-6%
O=C(Nc1ccc(F)c(Cl)c1)N1CCC(CN2CCOCC2)CC1,-5%,-7%[46 µM],2%
CCN(c1ccccc1C)S(=O)(=O)c1ccc(N2CCCCS2(=O)=O)cc1,0%,28%[46 µM],-3%
CCc1ccccc1NC(=O)Cn1c(=O)ccc2cc(S(=O)(=O)N3CCC(C)CC3)ccc21,1%,-16%[46 µM],-4%
CCc1ccccc1NC(=O)CN1C(=O)CCSc2ccc(S(=O)(=O)N3CCCC3)cc21,?,?,-2%
O=C(Cn1cnc(S(=O)(=O)N2CCCC2)c1)Nc1cccc(Br)c1,-15%,-3%[46 µM],0%
CCN(CC)C(=O)c1sc2c(c1C)c(=O)n(CCc1ccccc1)c(=O)n2Cc1cccc(Cl)c1,1%,?,6%
Cc1ccc(OCC(=O)Nc2nnc(SCc3cc(=O)c4ccccc4[nH]3)s2)cc1C,-2%,?,-5%
Cc1nc(-n2nc(C)c(Cc3ccc(Cl)cc3)c2C)sc1C(=O)N1CCC(C)CC1,?,-10%[46 µM],-11%
COc1ccc(-c2nnc(SCC(=O)c3ccc(NC(C)=O)cc3)o2)cc1OC,-1%,-1%[46 µM],0%
O=C(Nc1nnc(S(=O)(=O)N2CCCc3ccccc32)s1)c1ccccc1,-15%,3%[46 µM],2%
O=C(CN1CCSc2ccccc21)N1CCN(c2cccc(Cl)c2)CC1,?,-10%[46 µM],-4%

# Record cards (already shown). Order of values: TR SRC2 fluor cs | LMNA splice mod | TRb-SRC2 inh
# Entry for CCc1ccccc1NC(=O)Cn1c(=O)ccc2cc(S(=O)(=O)N3CCC(C)CC3)ccc21 : 1% | -16%[46 µM] | -4%
# Entry for Cc1nc(-n2nc(C)c(Cc3ccc(Cl)cc3)c2C)sc1C(=O)N1CCC(C)CC1 : ? | -10%[46 µM] | -11%
# Entry for O=C(CN1CCSc2ccccc21)N1CCN(c2cccc(Cl)c2)CC1 : ? | -10%[46 µM] | -4%
# Entry for Cc1ccc(OCC(=O)Nc2nnc(SCc3cc(=O)c4ccccc4[nH]3)s2)cc1C : -2% | ? | -5%

# (further entries)
SMILES,TR SRC2 fluor cs,LMNA splice mod,TRb-SRC2 inh
Cc1ccc(NC(=O)Cn2c(=O)c(CNc3ccccc3)cc3cc4c(cc32)OCCO4)cc1,5%,9%[46 µM],1%
Cc1cc(C)c(NC(=O)CN2C(=O)CCSc3ccc(S(=O)(=O)N4CCCC4)cc32)c(C)c1,-5%,-13%[46 µM],-2%
O=C(Cn1cc(S(=O)(=O)Cc2ccccc2Cl)c2ccccc21)NCCc1ccccc1,-10%,5%[46 µM],4%
Cc1ccc(-n2cc(-c3ccccc3)c3c(N4CCCCC4)ncnc32)cc1,2%,?,-4%
COc1ccc(OC)c(NC(=O)Cn2cnc3c(oc4ccccc43)c2=O)c1,-13%,?,2%
O=C(CCCCCn1c(=O)[nH]c2ccccc2c1=O)NCCc1ccccc1,-3%,13%[46 µM],-4%
O=C(NCc1ccccc1Cl)c1ccc2c(c1)NC(=O)C(CS(=O)(=O)Cc1ccc(Cl)cc1)N2 (stereo unspecified),-1%,?,-6%
Cc1ccc(N(CC(=O)NCc2ccc(Cl)cc2)S(=O)(=O)N(C)C)cc1,0%,10%[46 µM],1%
Cc1ccc(OCC(=O)Nc2ccc(S(=O)(=O)N(Cc3ccccc3)c3ccccc3)cc2)cc1,?,?,0%
COCCCNC(=O)c1ccc2c(c1)nc1n2CCCCC1,0%,?,-7%
O=C(Nc1cccc(C(=O)N2CCN(c3cccc(Cl)c3)CC2)c1)c1nsc2ccccc12,-2%,?,-6%
Cc1cc(C)cc(NC(=O)c2cc(S(=O)(=O)NCCC3=CCCCC3)ccc2F)c1,1%,?,5%
O=C(CCc1ccccc1)NCCc1csc(-c2cccc(F)c2)n1,-1%,-5%[46 µM],6%
O=C1CCCc2cc(S(=O)(=O)N3CCCC(C(=O)NCc4ccccc4)C3)ccc2N1 (stereo unspecified),-1%,-10%[46 µM],-7%
Cc1ccccc1CNC(=O)CN1C(=O)C2CCCCN2c2ccc(C(=O)N3CCCC3)cc21 (stereo unspecified),-5%,?,1%
CCc1c(C)sc2c1CCN(C(=O)Nc1cc(C)ccc1C)C2c1ccc(OC)cc1 (stereo unspecified),-2%,-19%[46 µM],0%
Cc1ccc(N2C(=O)CSC23C(=O)N(CC(=O)NCCc2ccccc2)c2ccccc23)cc1C (stereo unspecified),0%,-18%[46 µM],2%
COC(=O)c1sccc1S(=O)(=O)N1CCN(c2ccccc2OC)CC1,0%,2%[46 µM],-2%
N#Cc1ccccc1CN1C(=O)c2ccccc2Sc2ccc(C(=O)OCc3ccco3)cc21,?,11%[46 µM],-1%
COCCNc1nc(NCc2ccccc2OC)c2cnn(C)c2n1,-1%,5%[46 µM],-6%

# 5 entries from above, arranged by molar mass, smallest number first.
SMILES,TR SRC2 fluor cs,LMNA splice mod,TRb-SRC2 inh
Cc1ccc(CN(C(=O)c2ccccc2)c2ccccn2)o1,?,-1%[46 µM],-11%
O=C(NCC(c1cccnc1)N1CCOCC1)C(=O)Nc1ccc(Cl)cc1 (stereo unspecified),-3%,14%[46 µM],-2%
O=C(Cn1cnc(S(=O)(=O)N2CCCC2)c1)Nc1cccc(Br)c1,-15%,-3%[46 µM],0%
CCc1c(C)sc2c1CCN(C(=O)Nc1cc(C)ccc1C)C2c1ccc(OC)cc1 (stereo unspecified),-2%,-19%[46 µM],0%
O=C(Cn1cc(S(=O)(=O)Cc2ccccc2Cl)c2ccccc21)NCCc1ccccc1,-10%,5%[46 µM],4%

# Following part.
SMILES,TR SRC2 fluor cs,LMNA splice mod,TRb-SRC2 inh
Cc1c(Cl)cccc1NC(=O)N1CCN(Cc2cc(=O)n3nc(-c4ccccc4F)sc3n2)CC1,-1%,?,0%
CCCN(CCC)CCCNC(=O)C1CCC(CNS(=O)(=O)c2ccc(NC(C)=O)cc2)CC1 (stereo unspecified),-3%,1%[46 µM],0%
Cc1ccc(S(=O)(=O)c2c(Nc3ccccc3)sc(C(=O)c3ccc4c(c3)OCO4)c2N)cc1,-3%,-7%[46 µM],-7%
COc1cc(Cl)c(NS(=O)(=O)c2cc3[nH]c(=O)c(=O)[nH]c3cc2C)c(OC)c1,9%,?,11%
O=C(NCCc1ccc(Cl)cc1)C(=O)NCC(c1cccs1)S(=O)(=O)c1cccs1 (stereo unspecified),1%,-3%[46 µM],-4%
Cc1ccc(Cl)cc1NC(=O)c1cnn2c(C(F)F)cc(-c3ccccc3)nc12,-1%,7%[46 µM],11%
CCOC(=O)c1noc2ncn(CC(=O)Nc3ccc(C)c(F)c3)c(=O)c12,-2%,5%[46 µM],-4%
Cc1ccc(Cl)cc1NC(=O)COC(=O)CC(C)(C)CC1=NS(=O)(=O)c2ccccc2N1,-4%,-3%[46 µM],-5%
COCCn1c(C)cc(O)c(C(c2ccc(Cl)cc2)N2CCCCC2)c1=O (stereo unspecified),-1%,1%[46 µM],4%
O=C(NCCc1ccccc1)c1cnc2sc(N3CCOCC3)nn2c1=O,2%,8%[46 µM],2%
CCC(=O)OC1=CN(Cc2ccccc2)S(=O)(=O)c2ccccc21,-1%,-8%[46 µM],2%
Cc1cc(C)cc(NC(=O)N2CCN(C(=O)c3nsc4ccccc34)CC2)c1,-1%,?,-1%
COC(=O)c1cc2sccc2n1Cc1ccc(F)cc1,0%,-3%[46 µM],11%
O=C1CCCc2cc(S(=O)(=O)NCC3CCC(C(=O)Nc4ccc(Cl)cc4)CC3)ccc2N1 (stereo unspecified),-22%,5%[46 µM],2%
Cc1ccc(CNC(=O)c2ccc(CSCc3ccccc3C)o2)cc1,-2%,-28%[46 µM],8%
CCC(=O)N1c2ccccc2CC1C(=O)NCc1cc(Br)ccc1OC (stereo unspecified),-1%,14%[46 µM],10%
